Screens (PubChem BioAssay)
FBW7 act – human FBW7 E3 ligase activation, primary screen; 650,000 tested, 0.13% active; Q969H0; normalized activity (activation), % at 26.1 µM; AID 1259310; AlphaScreen FBW7–phospho-cyclin E peptide binding, activator screen; in the data active means normalized activity above about 1.9%;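 further: purified mutant Fbw7 with reduced substrate affinity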
Target sequence (Q969H0 whole entry, looked up): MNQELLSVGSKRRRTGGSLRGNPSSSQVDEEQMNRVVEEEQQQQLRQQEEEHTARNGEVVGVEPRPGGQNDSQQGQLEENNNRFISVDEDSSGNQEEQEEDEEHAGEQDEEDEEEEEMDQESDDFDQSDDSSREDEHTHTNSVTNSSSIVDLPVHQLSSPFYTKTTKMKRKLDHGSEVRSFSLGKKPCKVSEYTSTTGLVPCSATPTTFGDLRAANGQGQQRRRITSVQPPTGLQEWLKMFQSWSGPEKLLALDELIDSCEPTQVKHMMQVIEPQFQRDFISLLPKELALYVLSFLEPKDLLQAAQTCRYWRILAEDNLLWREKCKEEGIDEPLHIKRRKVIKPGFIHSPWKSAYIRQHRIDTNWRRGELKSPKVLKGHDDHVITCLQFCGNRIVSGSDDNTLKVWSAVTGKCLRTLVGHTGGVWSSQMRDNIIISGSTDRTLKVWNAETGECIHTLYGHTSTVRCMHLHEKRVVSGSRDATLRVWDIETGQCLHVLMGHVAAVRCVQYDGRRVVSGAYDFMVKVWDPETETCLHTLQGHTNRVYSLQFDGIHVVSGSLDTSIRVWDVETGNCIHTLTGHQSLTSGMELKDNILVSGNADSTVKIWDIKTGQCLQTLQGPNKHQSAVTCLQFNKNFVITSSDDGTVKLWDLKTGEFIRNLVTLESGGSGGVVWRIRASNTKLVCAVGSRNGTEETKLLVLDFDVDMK
TEAD-YAP block – TEAD-YAP interaction inhibition | inhibition, % at 9.12 µM | 640,000 tested, 1.4% active | HEK-TIYL cells, TEAD-Gal4/YAP UAS-luciferase luminescence | AID 1259422; in the data active means inhibition above about 32%;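 further: 0% = median of test compound wells and 100% = reference inhibitor wells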
GPR151 ag – activators of human GPR151 | PathHunter beta-arrestin GPR151 cells, luminescence | activation, % at 11.2 µM | 650,000 tested, 1% active; in the data active means activation above about 4.9%;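 further: 0% = median of compound wells and 100% = cells with positive control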
Target sequence (Q8TDV0 whole entry, looked up): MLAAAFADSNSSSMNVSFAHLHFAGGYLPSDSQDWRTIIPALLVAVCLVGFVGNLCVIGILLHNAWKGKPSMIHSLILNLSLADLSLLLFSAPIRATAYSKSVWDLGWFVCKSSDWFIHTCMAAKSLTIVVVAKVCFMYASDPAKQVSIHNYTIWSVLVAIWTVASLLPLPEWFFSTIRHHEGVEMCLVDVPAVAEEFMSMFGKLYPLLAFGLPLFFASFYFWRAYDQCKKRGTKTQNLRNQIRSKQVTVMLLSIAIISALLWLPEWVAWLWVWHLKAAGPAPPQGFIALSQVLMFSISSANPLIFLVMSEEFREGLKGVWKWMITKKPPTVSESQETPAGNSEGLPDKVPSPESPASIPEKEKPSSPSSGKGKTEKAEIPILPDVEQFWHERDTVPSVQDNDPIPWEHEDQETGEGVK
MITF primary – blocks human microphthalmia-associated transcription factor. 650,000 tested, 0.91% active. AID 1259374. AlphaScreen MITF homodimerization, bead proximity signal. inhibition, % at 2.6 µM. O75030; in the data active means inhibition above about 50%;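 further: 0% = vehicle wells with protein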
Active calls of the source: *; . = not tested or not shown.

nr | compound | FBW7 act | TEAD-YAP block | GPR151 ag | MITF primary
1 | COc1ccccc1NS(=O)(=O)c1cccc(NS(=O)(=O)c2ccccc2F)c1 | 0.2 | 8.0 | 0.6 | 12.1
2 | Cc1c(Cl)cccc1N=Cc1nc(-c2ccccc2F)oc1O | 0.0 | -14.1 | 1.2 | 2.1
3 | O=C(NCc1ccccc1)C1CCCN1S(=O)(=O)c1ccc(Cl)cc1 (stereo unspecified) | 0.5 | 1.0 | -0.3 | 4.9
4 | CCn1cc(NC(=O)Nc2ccccc2C(=O)OC)c(C(N)=O)n1 | -0.2 | 5.2 | -1.6 | 16.1
5 | COc1ccc(C)cc1NC(=O)c1cc(S(=O)(=O)N(CCc2ccccc2)Cc2ccccc2)ccc1F | 0.5 | 10.7 | -2.0 | 18.0
6 | Cn1cc(C(=O)N2CCOCC2)cc(NC(=O)c2ccc(F)c(F)c2)c1=O | -0.2 | -1.2 | -0.7 | 0.8
7 | CCCOc1ccc(Cc2c(COCC)[nH]c(=O)[nH]c2=O)cc1 | 1.6 | -2.6 | -0.3 | 5.1
8 | COCc1ccc(/C=C/C(=O)c2ccc(Br)cc2)o1 | -0.1 | 3.3 | -0.1 | 19.4
9 | c1ccc(CN=C2CCCc3ccccc3N2)cc1 | 0.4 | -1.8 | -0.7 | 8.6
10 | CCCCc1ccc(N=Cc2nc(-c3ccc([N+](=O)[O-])cc3)oc2O)cc1 | 0.0 | -10.7 | 0.8 | 1.9
11 | CC(=O)C1=C(C)OC(=O)C1(NC(=O)c1ccc(Cl)cc1)C(F)(F)F (stereo unspecified) | 0.0 | 7.0 | 0.1 | 1.5
12 | COCCOCC(=O)Nc1ccc2c(c1)C(=O)NC2=O | 0.1 | -1.7 | -0.3 | 11.5
13 | Cc1cc2nc3s/c(=C/c4cccn4-c4ccc([N+](=O)[O-])cc4)c(=O)n3c2cc1C | 0.1 | -8.7 | -0.6 | 8.5
14 | Cc1ccc(CNC(=O)C(=O)NCCCOC(C)C)cc1 | 0.1 | 10.7 | -0.4 | 6.0
15 | Cc1ccc(Nc2nc(N(C)C)nc3[nH]ncc23)cc1 | -0.1 | 21.4 | 0.5 | -8.1
16 | Cc1[nH]nc2c1C(c1ccccc1F)CC(=O)N2 (stereo unspecified) | 0.0 | -6.1 | -0.8 | -20.4
17 | O=C(COc1ccccc1)NC(Cc1c[nH]c2ccccc12)C(=O)O (stereo unspecified) | 0.2 | -13.1 | 0.1 | 7.8
18 | C=CCOc1ccc(C2C(C(=O)OCC)=C(C)N=c3s/c(=C/c4ccco4)c(=O)n32)cc1OCC (stereo unspecified) | 0.5 | -19.0 | -1.7 | 18.1
19 | COc1ccc(C2CC(c3cccs3)=NN2C(=O)CCC(=O)O)cc1OC (stereo unspecified) | 0.6 | 4.5 | -1.1 | 13.5
20 | O=C1CCC(=O)N1CC(=O)N(Cc1ccccn1)c1nc2ccccc2s1 | 0.0 | 18.1 | -0.8 | 1.4

Single records (already shown).
CCCCc1ccc(N=Cc2nc(-c3ccc([N+](=O)[O-])cc3)oc2O)cc1 across the screens: FBW7 act: 0.0; TEAD-YAP block: -10.7; GPR151 ag: 0.8; MITF primary: 1.9
Cc1ccc(CNC(=O)C(=O)NCCCOC(C)C)cc1 across the screens: FBW7 act: 0.1; TEAD-YAP block: 10.7; GPR151 ag: -0.4; MITF primary: 6.0

(further entries)
nr | compound | FBW7 act | TEAD-YAP block | GPR151 ag | MITF primary
21 | Nc1c(C(=O)NCc2ccccc2)sc2nc3cc4c(cc3cc12)OCCO4 | 0.1 | -11.3 | 1.2 | 0.9
22 | Cc1cccc(NC(=S)N2CCN(C(=O)c3ccco3)CC2)c1 | -0.1 | 0.8 | 0.8 | 5.8
23 | COc1cc(NC(=O)CCc2c(C)nc3c(c(C)nn3C(C)(C)C)c2C)cc(OC)c1 | 1.0 | -0.5 | 1.2 | 23.1
24 | COc1ccc(CC(C(=O)O)C(C)C(=O)O)cc1 (stereo unspecified) | 0.9 | -3.6 | -1.1 | 12.6
25 | COc1ccc(-c2nc(NCCOc3ccccc3)c3ncn(-c4ccsc4)c3n2)cn1 | 0.3 | 0.7 | 0.0 | 1.4
26 | Cc1cc(C(=O)COc2ncnc3ccccc23)c(C)n1CC1CCCO1 (stereo unspecified) | -0.1 | -33.2 | 2.4 | 1.1
27 | COc1cc2[nH]c(=O)n(CCC(=O)NC(C)CCc3ccccc3)c(=O)c2cc1OC (stereo unspecified) | 0.1 | -3.2 | -0.4 | -21.5
28 | Nc1nc(SCC(=O)c2ccc(Cl)cc2Cl)n[nH]1 | -0.1 | 6.8 | 0.1 | -13.6
29 | CC(C)(C)NCC(O)COc1ccc(Cl)cc1Cl (stereo unspecified) | 0.0 | 13.0 | 1.3 | -2.7
30 | Cc1ccc(OCCn2c(S(=O)(=O)O)nc3ccccc32)cc1 | -0.1 | 2.7 | -0.8 | -3.5
31 | COc1cc(OC)cc(-c2nnc(NC(=O)C3CCCCC3)o2)c1 | 0.0 | -7.1 | -0.5 | 0.5
32 | CC1CCCN(C(=O)CN2CCC3(CC2)NC(=O)c2ccccc2O3)C1 (stereo unspecified) | 0.5 | 8.5 | -1.0 | 29.7
33 | Cc1c(C(=O)Nc2ccccc2Cl)oc2ccc(S(=O)(=O)N3CCOCC3)cc12 | -0.1 | -5.8 | 1.2 | -2.6
34 | N#C/C(=C\c1cccc(Cl)c1)c1nc(-c2cc3cc(Br)ccc3oc2=O)cs1 | 0.3 | 2.5 | 0.6 | -8.3
35 | COc1ccc(-n2c(SCC(=O)NCC3CCCO3)nc3n[nH]c(C)c3c2=N)cc1 (stereo unspecified) | 0.0 | -7.3 | 0.4 | 0.4
36 | NS(=O)(=O)c1ccc(CCNC(=O)CSc2nc3ccc(Br)cc3c3nc4ccccc4n23)cc1 | 0.0 | -5.0 | -2.1 | 6.7
37 | Cc1cccc(OCC(=O)N/N=C/C=C/c2ccccc2)c1 | 0.0 | 1.9 | -0.6 | 14.5
38 | Cc1ccc(N2C(=O)N(CC(=O)c3ccc(Br)s3)C(=O)C2C)cc1 (stereo unspecified) | -0.1 | -5.5 | 0.3 | 1.2
39 | CC(=O)C12c3ccccc3C(c3ccccc31)C1C(=O)N(c3ccc([N+](=O)[O-])cc3Br)C(=O)C12 (stereo unspecified) | -0.1 | -1.6 | -1.2 | 1.1
40 | COc1ccc(OC(C)C(=O)NC2CC(C)(C)NC(C)(C)C2)cc1 (stereo unspecified) | 0.3 | -3.6 | -0.7 | -6.4
41 | Cc1cccc(OCCSc2nc3ccccc3n2CC(N)=O)c1 | 0.0 | 7.1 | -2.1 | 6.9
42 | CC(C)(C)c1nc2ccccc2c2nn(CC(=O)N3CCOCC3)c(=O)n12 | -0.1 | -6.3 | -0.1 | -70.7
43 | CCCC(=O)Nc1nc2c(OC)ccc(C)c2s1 | -0.1 | 11.8 | -1.7 | -4.8
44 | Cc1cccc(CNC(=O)C2CC23CCN(C(=O)c2c(F)cccc2Cl)CC3)n1 (stereo unspecified) | 0.1 | -10.6 | 2.0 | 8.5
45 | CCOC(=O)C1=C(CC)NC2=C(C(=O)CCC2)C1c1ccccc1I (stereo unspecified) | -0.1 | 5.7 | -1.2 | 1.5
46 | CCOc1ccc(Nc2ncnc3c2c(-c2ccccc2)cn3-c2ccccc2)cc1 | 0.1 | -7.0 | -0.3 | 11.0
47 | COC(=O)c1c(N2C(=O)C=CC2=O)sc2c1CCC(C)C2 (stereo unspecified) | -0.1 | 24.4 | 2.1 | 2.9
48 | Cc1cccc(CNC(=O)c2ccc3c(c2)N(C)CCS3)c1 | -0.1 | 1.2 | 2.6 | 5.5
49 | Cc1ccc(-n2c(SCCC#N)nnc2-c2cccnc2)cc1Cl | 0.0 | 3.8 | 0.4 | -5.8
50 | COc1ccccc1OCC(=O)NNC(C)=O | -0.1 | -26.1 | 0.0 | 6.5
51 | COc1cccc(NC(=O)C2CC(=O)n3ncnc3N2)c1 (stereo unspecified) | -0.3 | 0.0 | 0.0 | -3.2
52 | CC(C)n1cnc2c(NCCO)nc(N3CCN(Cc4ccc5c(c4)OCO5)CC3)nc21 | -0.2 | 2.4 | -0.3 | -5.0
53 | CCOC(=O)C1=C(C)NC(SCC(=O)Nc2cc(C)on2)=C(C#N)C1c1cccs1 (stereo unspecified) | 0.1 | 15.9 | 5.8* | 9.2
54 | CCc1ccccc1Nc1nc2ccccc2n2nnnc12 | 0.3 | -46.1 | -2.4 | 3.2
55 | Cc1ccc(-n2nc(C(=O)N3CCC(C#N)CC3)c3c4ccccc4n(C)c3c2=O)cc1 | 0.4 | 8.2 | 1.6 | 10.8
56 | COc1ccc(C)cc1-n1c(C)nc2cc(C(=O)NCC(OC)OC)ccc21 | 0.2 | -0.7 | 0.5 | 9.4
57 | CC(C)(C)C(=O)NC(=S)NCCc1ccccc1 | -0.1 | -31.3 | 0.6 | 1.9
58 | CC(=O)N1N=C(c2cccs2)CC1c1ccc(C)o1 (stereo unspecified) | -0.2 | 7.9 | 1.2 | 13.8
59 | COc1cccc(/C=N/NC(=O)C2CCCN2S(=O)(=O)c2ccc(C)cc2)c1 (stereo unspecified) | -0.1 | -8.5 | -1.3 | -4.6
60 | CN1C(=O)C(C)(C)COc2cc(NS(=O)(=O)C3CCCCC3)ccc21 | 0.0 | 6.7 | 2.2 | 25.3

Some values from the list.
MITF primary result of compound 42 stands at -70.7
MITF primary result of compound 57 stands at 1.9
GPR151 ag result of compound 45 stands at -1.2
FBW7 act result of compound 48 stands at -0.1

(next part)
nr | compound | FBW7 act | TEAD-YAP block | GPR151 ag | MITF primary
61 | Cc1cc(C)nc(SCC(=O)Nc2nc(C(C)(C)C)cs2)n1 | 0.0 | 8.7 | -1.0 | 8.5
62 | CCOC(=O)/C(C#N)=C/c1c(Oc2ccc(C)cc2)nc2ccccn2c1=O | 0.1 | 7.9 | 0.5 | 10.2
63 | COC(=O)C1=C(C)NC(C)=C(C(=O)OC)C1c1ccc(-c2ccc(Cl)c(Cl)c2)o1 | 0.1 | -0.6 | 0.0 | 2.6
64 | CCN(CC)CCCNC(=O)c1cc2c(=O)n3cccc(C)c3nc2s1 | -0.2 | -15.5 | -1.4 | -7.5
65 | CCCCC[C@H](O)/C=C/C=C\C/C=C\CCCCC(=O)O | . | . | 1.3 | -8.1
66 | O=C(Nc1ccc(Br)cc1)c1cc2nc(-c3cccs3)cc(C(F)(F)F)n2n1 | 0.2 | -0.2 | -1.0 | 3.1
67 | CNC(=O)/C=C/c1cccc(C(F)(F)F)c1 | 0.0 | 6.7 | 6.1* | -9.1
68 | CNC(=S)Nc1ccc(Cl)cc1C | -0.1 | 1.8 | -0.1 | 3.4
69 | Cc1ccc(NC(=O)c2nn3c(C(F)(F)F)cc(-c4ccco4)nc3c2Cl)cc1 | -0.2 | 2.7 | -0.3 | -3.1
70 | COc1cccc(C(=O)COC(=O)c2ccccc2NC(=O)c2cccc(OC)c2)c1 | 0.0 | -8.3 | -0.9 | -4.3
71 | c1ccc2c(c1)c(N1CCCCCC1)nn1nnnc21 | 0.0 | 0.6 | -0.6 | -7.8
72 | O=C(Nc1ccc(N2CCOCC2)c(Cl)c1)c1ccc([N+](=O)[O-])cc1[N+](=O)[O-] | 0.7 | -6.0 | 1.3 | 5.1
73 | CCC(NS(=O)(=O)c1ccc(OC)cc1)C(=O)NCc1ccccc1Cl (stereo unspecified) | -0.1 | 9.3 | 0.0 | -1.4
74 | Cc1ccc(NC(=O)CC(C(=O)O)N2CCN(C)CC2)cc1Cl (stereo unspecified) | 0.0 | 5.0 | -0.4 | 7.9
75 | Cc1ccc(NC(=O)CN(c2ccc3c(c2)OCO3)S(C)(=O)=O)cc1Cl | 0.2 | -7.3 | 5.1* | 9.0
76 | CCS(=O)(=O)c1nc(S(=O)(=O)c2ccc(C)cc2)c(NCc2cccnc2)s1 | 0.3 | -3.0 | 1.0 | 17.7
77 | CC1CN(C)CCC1CCc1ccc(NC(=O)CC2NC(=O)c3ccccc32)cc1 (stereo unspecified) | 0.0 | 6.0 | -0.7 | -11.3
78 | COC(=O)C(NC(=O)c1ccco1)(C(C(C)=O)C(C)=O)C(F)(F)F (stereo unspecified) | 0.0 | -2.7 | 0.4 | -4.8
79 | CCC(Sc1nc2n[nH]c(C)c2c(=N)n1-c1ccc(OC)cc1)C(=O)NC1CCCC1 (stereo unspecified) | -0.2 | -5.3 | -0.5 | -8.9
80 | CCC(C)(C(=O)Nc1ccc(OC)cc1)N(C)C(=O)Cn1nnnc1N (stereo unspecified) | 0.4 | 16.0 | -0.1 | 7.0
81 | CCCCN(CCCC)S(=O)(=O)c1ccc(C(=O)Nc2sc3c(c2C(N)=O)CCN(C(C)=O)C3)cc1 | 0.1 | 12.3 | 1.2 | 2.2
82 | O=C1CCc2cc(S(=O)(=O)N3CCCC3C(=O)NC3CCCCCCC3)ccc2N1 (stereo unspecified) | 0.2 | -5.2 | 0.8 | 9.8
83 | COc1ccc2[nH]c3c(=O)n(CCCCCC(=O)NC(C)C)c(=S)[nH]c3c2c1 | -0.2 | -3.0 | 0.4 | -0.3
84 | Cc1ccc(-c2nnn(CC(=O)NC3CC4CCC3C4)n2)cc1 (stereo unspecified) | 0.1 | -5.8 | -0.5 | -3.6
85 | CC(=O)N1CCSc2cc(S(=O)(=O)Nc3ccc(F)c(Cl)c3)ccc21 | 0.0 | 4.5 | 0.2 | 9.3
86 | O=C(CNC(=O)c1ccco1)N/N=C/c1cc(Br)ccc1O | 0.0 | 14.9 | -0.3 | 15.2
87 | COC(=O)c1c(NC(=O)c2ccc(S(=O)(=O)N3CCc4ccccc4C3)cc2)sc2c1CCN(C(C)C)C2 | 0.1 | -0.1 | 1.9 | 1.3
88 | COc1ccccc1-n1c(SCc2csc(C)n2)nc2c(sc(=S)n2CCc2ccccc2)c1=O | -0.1 | -3.6 | 0.6 | 9.4
